miR122 inh = miR-122 Renilla sensor signal increase in Huh7, primary screen, miR-122 inhibitor project, cell-based, single point, plate reader; Huh7 miR-122 Renilla luciferase sensor, 48 h; neutral wells = 0, positive control = 100; activation (reporter increase), % at 12.5 µM; 0.3% of 340,000 active; AID 602342, 2012;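 active = mean replicate activation score at least 90 and every replicate individually at or above 90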;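 also: higher luciferase means less miR-122 activity so hits act as miR-122 inhibitors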
E-selectin induc = E-selectin induction in HUVECs, primary screen, imaging, HUVEC, immunofluorescence imaging, single point; normalized: neutral wells 0, TNF-alpha wells 100; 0.37% of 260,000 active; activation, % at 7.58 µM; P16581;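 active = mean E-selectin-positive cell signal at least 10% of the positive control, reached in at least 60% of replicates, without over 20% cell loss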;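 also: in these data hits start at about 27%; measured in HUVEC primary endothelial cells; signal is the percent of cells scored E-selectin positive by PE staining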
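System: HUVEC / Compound: single concentration / Signal: immunofluorescence imaging / Read-out: percent E-selectin-positive cells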
RAD52 inh = RAD52 DNA annealing inhibitors, primary screen, biochemical, FRET, single point, set 2; DNA repair protein RAD52 homolog (Homo sapiens), P43351; recombinant RAD52 DNA annealing, FRET fluorescence; inhibition, % at 18.7 µM; 0.46% of 360,000 active;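 active = every replicate showing at least 50% inhibition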
PGC1a acetyl inh = inhibitors of PGC1a acetylation signal, primary screen, cell-based, U2OS, AlphaScreen, inhibitor mode. AID 651687, 2012. AlphaScreen anti-acetyl-lysine; with virally co-expressed GCN5 acetyltransferase. inhibition, % at 15.6 µM. 0.17% of 350,000 active;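 active = every replicate shows inhibition of at least 40%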;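 also: 0% = neutral control wells and 100% = positive control wells; some results beyond the cut were filed as inactive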
Cneo AK release = Cryptococcus neoformans cell lysis inducers, primary screen, AK release luminescence, single concentration. lysis activity, % at 15 µM. 0.2% of 360,000 active. AID 651654, 2012. C. neoformans lysis, adenylate kinase release luminescence, 4 h; normalised: neutral wells 0, clomiphene wells 100;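 active = mean lysis activity across replicates of at least 80%, whatever share of replicates individually reach that level; inactive = mean lysis activity below 80%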
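Signal: Adenylate kinase release luminescence | Assay system: Log-phase Cryptococcus neoformans yeast cells | Input: Cells at 5 × 10^6 per mL | Buffer or medium: Fresh YPD growth medium | Compound: Single dose | Schedule: Static 4 h at 37 °C with compound, 1 h detection | Controls: Clomiphene | Read-out: Luminescence rise reflecting yeast cell lysis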
RAD54 inh = inhibitors of human RAD54 branch migration, primary screen, biochemical, fluorescence, single point; DNA repair and recombination protein RAD54-like (Homo sapiens), Q92698; RAD54 Holliday junction branch migration, FAM/BHQ fluorescence; inhibition, % at 10.4 µM; 0.14% of 360,000 active;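 active = mean normalized replicate activity at least 40 and at least half of replicates scoring 40 or more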;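 also: 0% = median of neutral control wells and 100% = median of positive control wells; inhibitors cause a drop in the FAM fluorescence signal; in these data hits start at about 50%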
Target sequence (Q92698 whole entry, looked up): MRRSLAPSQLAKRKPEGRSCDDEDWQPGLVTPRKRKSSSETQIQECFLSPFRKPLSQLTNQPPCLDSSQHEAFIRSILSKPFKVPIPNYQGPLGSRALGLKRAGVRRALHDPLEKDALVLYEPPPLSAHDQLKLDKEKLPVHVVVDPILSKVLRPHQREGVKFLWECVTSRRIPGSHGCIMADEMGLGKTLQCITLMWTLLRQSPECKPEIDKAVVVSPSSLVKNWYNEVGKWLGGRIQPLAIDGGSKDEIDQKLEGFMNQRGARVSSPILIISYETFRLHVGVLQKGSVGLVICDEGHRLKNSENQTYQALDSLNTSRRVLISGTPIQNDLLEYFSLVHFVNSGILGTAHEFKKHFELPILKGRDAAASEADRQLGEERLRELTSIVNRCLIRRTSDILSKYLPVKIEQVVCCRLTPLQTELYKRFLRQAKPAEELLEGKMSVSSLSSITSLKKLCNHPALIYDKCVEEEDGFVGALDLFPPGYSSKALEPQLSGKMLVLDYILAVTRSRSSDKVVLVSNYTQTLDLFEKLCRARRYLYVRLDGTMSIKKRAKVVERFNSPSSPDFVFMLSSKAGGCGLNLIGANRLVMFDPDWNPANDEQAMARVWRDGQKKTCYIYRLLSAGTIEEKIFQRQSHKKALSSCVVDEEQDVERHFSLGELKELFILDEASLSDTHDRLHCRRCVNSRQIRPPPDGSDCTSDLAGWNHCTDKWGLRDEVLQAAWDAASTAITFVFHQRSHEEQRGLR
ERAP1 inh = human ERAP1 aminopeptidase inhibitors, primary screen, biochemical, single point, plate reader | recombinant ERAP1, Leu-AMC fluorescence, 60 min | 0.15% of 340,000 active | inhibition, % at 10.7 µM | AID 652197, 2013;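 active = mean replicate inhibition of at least 30%, or all replicates individually reaching that 30% level; inactive = mean below 30% and not every replicate reaching it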;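 also: 0% = neutral control wells and 100% = L-leucinethiol positive control wells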
PglD inh = C. jejuni PglD acetyltransferase inhibitors, primary screen, biochemical, DTNB colorimetric, single point. UDP-N-acetylbacillosamine N-acetyltransferase PglD (Campylobacter jejuni). purified PglD enzyme, DTNB colorimetric CoA detection. inhibition, % at 12.5 µM. 0.098% of 360,000 active. AID 602405, 2012; in the data active = inhibition above about 16%, passing the limit was not always enough; also: strong numbers were not always called active
An asterisk follows results filed as active; / = no result given; [ ] = remark or other dose.

1	CC(CN1CCCCC1)NC(=O)c1cccs1 (stereo not given)
2	O=C(N[C@H]1CC[C@H](CCn2cc(Cc3ccccc3)nn2)O[C@@H]1CO)c1cnccn1
3	O=C(NNS(=O)(=O)c1ccccc1)c1cccs1
4	Cn1c(-c2cccc(Br)c2)cnc1NCc1cccnc1
5	CN=C1S/C(=C\c2ccc(OCC(=O)OC)c(OC)c2)C(=O)N1C
6	COC(=O)c1c[nH]c(=S)n1Cc1ccccc1
7	O=C(COc1cccc2c1CCNC2=O)Nc1cccc(C(F)(F)F)c1
8	Cc1c(C(=O)N2CCN(S(=O)(=O)c3ccc(F)cc3)CC2)oc2ccccc12

assay / compound	1	2	3	4	5	6	7	8
miR122 inh	3	/	14	9	-3	-4	-2	0
E-selectin induc	2.5	0.3	/	/	/	-0.3	/	0.4
RAD52 inh	-21	-10	/	/	-11	-15	/	-24
PGC1a acetyl inh	/	1	21	-19	-10	0	10	-8
Cneo AK release	1	2	3	0	2	-1	-1	0
RAD54 inh	4	-2	-9	8	19	2	1	10
ERAP1 inh	2	1	/	/	12	3	/	-1
PglD inh	-2	1	4	4	-2	-1	-4	-3

9	O=C(Nc1cccc(F)c1)c1ccc(S(=O)(=O)N2CCCC2)cc1
10	CCCc1cc(C(=O)NCCc2ccccc2)no1
11	CCNC(=O)/C(=C/c1ccc2c(c1)OCO2)NC(=O)c1ccc(Br)cc1
12	COc1ccc2nc(NN=C(C)c3ccccn3)cc(C)c2c1
13	CC(C)Oc1cccc(-c2nnc(SCC(=O)Nc3ccc4c(c3)OCCO4)n2N)c1
14	O=C(Nc1ccc2c(c1)OCO2)N1CCC(CO)(CC2CCCCO2)CC1 (stereo not given)
15	CCc1ccc(CNC(=O)c2ccc(OC3CCN(C(=O)COC)CC3)cc2)nc1
16	COc1ccc(S(=O)(=O)n2cccc2)c(OC)c1

assay / compound	9	10	11	12	13	14	15	16
miR122 inh	-2	0	3	-16	-3	0	-3	-3
E-selectin induc	0.0	0.1	/	1.5	-1.2	/	/	/
RAD52 inh	-12	-11	/	32	/	-16	-8	-8
PGC1a acetyl inh	3	-7	8	-27	/	-10	-22	0
Cneo AK release	0	-1	0	/	1	/	2	-1
RAD54 inh	-9	-13	-1	/	-2	/	4	-3
ERAP1 inh	-1	1	/	7	/	2	0	0
PglD inh	4	-1	-1	/	2	/	4	-3

17	COc1ccc(NC(=O)Cn2cccc2)cc1Cl
18	O=C(C[C@H]1C/C=C\C[C@@H](Cc2ccc(F)cc2)C(=O)OC[C@H]2CCCN2C1=O)N[C@@H](CO)Cc1ccccc1
19	COc1ccc2c(COC(=O)CNS(=O)(=O)c3ccc(C)c(C)c3)cc(=O)oc2c1
20	Nc1ccc(Oc2ccc3nc(-c4ccccc4)c(-c4ccccc4)nc3c2)cc1
21	Cc1nn(CC2CC2)c(=O)n1-c1ccc(Cl)cc1
22	OCC1(Cc2cccc(Cl)c2)CCCN(Cc2ccc(F)c(F)c2)C1 (stereo not given)
23	Cc1cc(/C([O-])=C(/C(=S)Nc2ccccc2)[n+]2ccccc2)c(C)n1-c1ccccc1
24	C/C=C/c1cnc2c(c1)C(=O)N([C@@H](C)CO)C[C@H](C)[C@H](CN(C)Cc1ccc(F)cc1)O2

assay / compound	17	18	19	20	21	22	23	24
miR122 inh	-6	-9	-7	-1	0	/	12	12[16.7 µM]
E-selectin induc	/	1.3	3.0	/	0.2	/	/	0.0
RAD52 inh	-9	0	-16	/	-3	-70	/	-3
PGC1a acetyl inh	-8	2	5	18	5	/	-4	-9
Cneo AK release	10	0	1	0	-1	-1	-5	1
RAD54 inh	3	-3	-8	0	-14	-11	9	5
ERAP1 inh	3	-4	2	/	-2	-1	/	2
PglD inh	-2	5	/	0	1	0	4	2

In another format: results already given
Below each SMILES: miR122 inh	E-selectin induc	RAD52 inh	PGC1a acetyl inh	Cneo AK release	RAD54 inh	ERAP1 inh	PglD inh
[1] CC(CN1CCCCC1)NC(=O)c1cccs1 (stereo not given)
 : 3	2.5	-21	/	1	4	2	-2
[2] O=C(N[C@H]1CC[C@H](CCn2cc(Cc3ccccc3)nn2)O[C@@H]1CO)c1cnccn1
 : /	0.3	-10	1	2	-2	1	1
[3] O=C(NNS(=O)(=O)c1ccccc1)c1cccs1
 : 14	/	/	21	3	-9	/	4
[4] Cn1c(-c2cccc(Br)c2)cnc1NCc1cccnc1
 : 9	/	/	-19	0	8	/	4
[5] CN=C1S/C(=C\c2ccc(OCC(=O)OC)c(OC)c2)C(=O)N1C
 : -3	/	-11	-10	2	19	12	-2
[6] COC(=O)c1c[nH]c(=S)n1Cc1ccccc1
 : -4	-0.3	-15	0	-1	2	3	-1
[7] O=C(COc1cccc2c1CCNC2=O)Nc1cccc(C(F)(F)F)c1
 : -2	/	/	10	-1	1	/	-4
[8] Cc1c(C(=O)N2CCN(S(=O)(=O)c3ccc(F)cc3)CC2)oc2ccccc12
 : 0	0.4	-24	-8	0	10	-1	-3
[9] O=C(Nc1cccc(F)c1)c1ccc(S(=O)(=O)N2CCCC2)cc1
 : -2	0.0	-12	3	0	-9	-1	4
[10] CCCc1cc(C(=O)NCCc2ccccc2)no1
 : 0	0.1	-11	-7	-1	-13	1	-1

Following part.
25	COc1ccc(N2CCN(C(=O)c3ccc(C)cc3Cl)CC2)cc1
26	C[C@H]1CCCCO[C@H](CN(C)Cc2ccc(C(=O)O)cc2)[C@@H](C)CN([C@@H](C)CO)C(=O)c2cc(NS(=O)(=O)c3ccccc3)ccc2O1
27	CCc1nc2c(OCc3ccccc3)cccn2c1N(C)C(=O)c1ccc(OC)cc1
28	Cn1c2c(c(=O)[nH]c1=O)C(c1cccc(O)c1)C1=C(N2)c2ccccc2C1=O (stereo not given)
29	CO[C@H]1CN(C)C(=O)c2cc(NS(C)(=O)=O)ccc2OC[C@H](C)N(CCC(F)(F)F)C[C@H]1C
30	CN(C)CC#Cc1ccc([C@H]2[C@H]3CN(C(=O)C4CCCC4)CCCCN3[C@H]2CO)cc1
31	COC(=O)C(C(=O)N1CCN(C)CC1)C1CCCCCC1 (stereo not given)
32	COc1ccc(CN(C#N)c2nc(C)cc(C)n2)cc1

assay / compound	25	26	27	28	29	30	31	32
miR122 inh	-2	6[16.7 µM]	4	-5	13[16.7 µM]	-28[16.7 µM]	-3	-6
E-selectin induc	/	1.7	-0.5	/	-0.4	/	/	/
RAD52 inh	/	/	-20	-13	-2	/	/	-10
PGC1a acetyl inh	1	18	-11	0	4	-1	46	/
Cneo AK release	3	1	3	/	-2	-2	-5	-1
RAD54 inh	-1	7	8	/	7	-5	4	10
ERAP1 inh	/	/	0	-6	-3	/	/	1
PglD inh	3	-1	1	/	-1	0	7	-2

33	COc1ccc(CN2C[C@@H](CO)O[C@@H](n3cnc4c(NCc5cc(OC)c(OC)c(OC)c5)ncnc43)C2)cc1
34	Cc1cccc(-c2ccc([C@@H]3[C@H](CO)N4CCCCN(S(=O)(=O)c5ccccc5F)C[C@@H]34)cc2)c1
35	O=[N+]([O-])c1ccc(CSC2=NCCS2)cc1
36	CCc1nc2c(OCc3ccc(C(=O)OC)cc3)cccn2c1N(C)C(=O)C(C)C
37	CNC[C@H]1OCCCC[C@H](C)Oc2ccc(NS(=O)(=O)c3cccs3)cc2C(=O)N([C@@H](C)CO)C[C@H]1C
38	C[C@@H]1CN([C@@H](C)CO)S(=O)(=O)c2ccc(-c3ccc(C(=O)N(C)C)cc3)cc2O[C@H]1CN(C)C(=O)C1CCCCC1
39	CCOc1nc(NC(=O)NS(=O)(=O)Oc2ccccc2Cl)nc(-c2ccccc2)n1
40	COC(=O)/C=C1/SC(=NC(=O)c2ccc(Cl)cc2)NC1=O

assay / compound	33	34	35	36	37	38	39	40
miR122 inh	-1	-9[16.7 µM]	-31	-12	10[16.7 µM]	51[16.7 µM]	1	-2
E-selectin induc	0.0	-0.2	/	/	0.1	1.2	/	/
RAD52 inh	-83	1	3	/	-16	-2	/	-5
PGC1a acetyl inh	/	-5	11	/	-2	6	-10	2
Cneo AK release	-1	14	-2	1	-5	51	0	0
RAD54 inh	-2	7	-5	1	2	-1	7	-9
ERAP1 inh	0	/	-3	/	3	-1	/	2
PglD inh	-6	1	-5	2	5	2	9	4

41	CCn1c(C)cc(C(=O)COC(=O)c2cccnc2SC)c1C
42	CSCc1nnc(NC(=O)c2ccc(S(=O)(=O)N3CCCCC3C)cc2)o1 (stereo not given)
43	O=C(O)CCS(=O)(=O)c1cc(Br)cc2c1N(C(=O)C1CC1)CC2
44	Cn1c2c(c3ccccc31)CC/C2=N\O
45	COc1ccccc1NC(=O)N[C@@H]1CC[C@H](CCn2cc(C3(O)CCCC3)nn2)O[C@H]1CO
46	CCCCn1nnnc1SCC(=O)Nc1cccc(C)n1
47	CCCn1c2ccccc2c2cnn(CC(=O)NCCCN3C(C)CCCC3C)c(=O)c21 (stereo not given)
48	O=C(Nc1ccc(N2CCOCC2)cc1)C1CCN(S(=O)(=O)Cc2ccccc2)CC1

assay / compound	41	42	43	44	45	46	47	48
miR122 inh	-5	5	/	0	4[16.7 µM]	-5	-3	5
E-selectin induc	0.0	0.2	1.7	/	0.4	/	2.9	/
RAD52 inh	-13	-21	-18	/	-21	/	-6	/
PGC1a acetyl inh	-2	-13	5	4	2	5	12	-7
Cneo AK release	0	3	/	-7	0	0	0	-1
RAD54 inh	3	-10	/	-7	5	5	-1	-8
ERAP1 inh	-1	-3	-4	/	-2	/	0	/
PglD inh	-1	1	/	-1	-6	0	-4	0

49	Cc1cccc(C)c1NC(=O)COC(=O)COc1ccc2c(C)cc(=O)oc2c1
50	Cn1ccnc1C(O)c1ccc(OCc2ccccc2)cc1 (stereo not given)
51	O=c1sc2ccccc2n1CCCOc1ccccc1
52	CCCc1cc(C(=O)Nc2cccc(C(C)=O)c2)no1
53	COc1ccc(NC(=O)Nc2ccc3c(c2)C(=O)N([C@@H](C)CO)C[C@H](C)[C@H](CN(C)Cc2ccc(C(F)(F)F)cc2)OCCCC[C@@H](C)O3)cc1
54	CCN(CC)CCCNC(=O)c1csc(Nc2cccc3ccccc23)n1
55	Cc1cc(C)cc(NC(=O)c2c(C)nc3ccccn23)c1
56	COc1ccc(Cl)cc1CN1C(=O)NC2(CCCCCC2)C1=O

assay / compound	49	50	51	52	53	54	55	56
miR122 inh	-4	2	-9	1	-1[16.7 µM]	-3	1	1
E-selectin induc	-0.1	/	2.1	0.1	0.2	0.1	/	/
RAD52 inh	-5	/	/	-2	4	92*	-2	-17
PGC1a acetyl inh	-2	9	-1	2	3	10	-4	/
Cneo AK release	1	7	-4	-3	-3	-4	/	2
RAD54 inh	6	17	8	-7	2	23	/	3
ERAP1 inh	-1	/	/	-2	-4	2	0	1
PglD inh	0	2	4	-2	2	-8	/	3

Screening results deposited in PubChem by Broad Institute.
